Bim-Bfl-1: inhibitors of Bim-Bfl-1 interaction, human. Q16548. Bead-based flow cytometry, Bim-Bfl-1 binding inhibition. inhibition, % at 10 µM. actives 0.12% (n = 190,000). AID 1008;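 further: 0% = wells without compound plus tracer and 100% = blocker peptide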
Bcl-2 Bim block: disrupts Bim peptide binding to human Bcl-2. AID 950. inhibition, % at 10 µM. actives 0.06% (n = 190,000). P10415. Bead-based flow cytometry, Bim peptide-Bcl-2 binding; in the data active means inhibition above about 40%; inconclusive means no clear call, values can overlap the other calls;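 further: 0% = no compound wells with probe peptide and 100% = reference peptide inhibitor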
Bim-Mcl-1: inhibitors of Bim-Mcl-1 interaction, human | Bead-based flow cytometry, Bim peptide-Mcl-1 binding | AID 1009 | inhibition, % at 10 µM | Q07820 | actives 0.1% (n = 190,000);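 further: 0% = no compound tracer wells and 100% = peptide blocker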
Bcl-B Bim block: inhibitors of Bim-Bcl-B interaction, human; actives 0.073% (n = 190,000); AID 951; inhibition, % at 10 µM; Q9HD36; bead-based flow cytometry, Bim peptide-Bcl-B binding;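 further: 0% = tracer peptide without compound and 100% = reference inhibitor peptide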
RGS4-Gao reg: modulates binding of RGS4 to human Galphao | actives 0.33% (n = 220,000) | binding response (% of control), % at 10 µM | Multiplexed bead flow cytometry; actives lie on both sides | P09471; in the data active means binding response below about 49% or above about 150%; inactive means in between;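 further: fluorescent Galphao activated with aluminum fluoride binding bead-coupled RGS4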
RGS7-Gao reg: regulators of human RGS7-Galphao interaction; Multiplexed bead flow cytometry, RGS7-Galphao binding; actives lie on both sides; binding response (% of control), % at 10 µM; actives 0.35% (n = 220,000); AID 1439; in the data active means binding response below about 49% or above about 150%; inconclusive means no clear call, values can overlap the other calls; inactive means in between;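 further: fluorescent Galphao held in activated GDP-AlF4 state binding bead-coupled RGS7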
Bcl-W Bim block: human Bim-Bcl-W interaction inhibition; Q92843; bead-based flow cytometry, Bim peptide-Bcl-W binding; inhibition, % at 10 µM; actives 0.02% (n = 190,000);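 further: 0% = bound tracer without compound and 100% = peptide blocker; higher means less fluorescent Bim peptide bound to Bcl-W beads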
ABCG2 inh: human ABCG2 inhibition, ABCB1 as counter-screen. Q9UNQ0. IgMXP3 cells, JC-1 efflux, flow cytometry. inhibition, % at 6.6 µM. actives 0.1% (n = 190,000);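 active means inhibition above 80%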;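 further: 0% = DMSO and 100% = nicardipine control wells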
Target sequence (Q9UNQ0 whole entry, looked up): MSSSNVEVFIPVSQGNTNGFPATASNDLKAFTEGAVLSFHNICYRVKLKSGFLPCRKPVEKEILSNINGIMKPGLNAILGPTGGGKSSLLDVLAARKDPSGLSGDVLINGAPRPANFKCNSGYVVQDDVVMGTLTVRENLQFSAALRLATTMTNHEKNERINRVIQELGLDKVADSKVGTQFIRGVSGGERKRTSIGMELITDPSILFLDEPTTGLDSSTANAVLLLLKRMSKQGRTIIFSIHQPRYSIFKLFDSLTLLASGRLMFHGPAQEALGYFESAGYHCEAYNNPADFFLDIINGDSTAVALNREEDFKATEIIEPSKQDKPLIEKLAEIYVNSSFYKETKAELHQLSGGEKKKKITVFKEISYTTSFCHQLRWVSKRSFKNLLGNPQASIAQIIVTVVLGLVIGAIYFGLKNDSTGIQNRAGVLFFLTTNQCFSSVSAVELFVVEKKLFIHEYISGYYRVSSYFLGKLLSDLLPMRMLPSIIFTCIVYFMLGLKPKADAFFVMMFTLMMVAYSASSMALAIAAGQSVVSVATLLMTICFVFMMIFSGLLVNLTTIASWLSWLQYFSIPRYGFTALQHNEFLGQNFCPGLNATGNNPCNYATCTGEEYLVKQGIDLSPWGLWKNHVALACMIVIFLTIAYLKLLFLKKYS
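Test system: IgMXP3 cells (ABCG2) mixed with DDAO far-red-labelled CCRF-Adr cells (ABCB1). Reagent: JC-1 transporter substrate. Compound dosing: single test compound dose, 6.6 µM final. Times: 10 min compound exposure, 25 °C. Detection: flow cytometry of retained JC-1 fluorescence. Read-out basis: efflux inhibition in percent versus controls. Controls: nicardipine and DMSO wells.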
Bim-Bcl-XL: inhibitors of Bim-Bcl-XL interaction, human; Q07817; Bim peptide-Bcl-XL binding, bead flow cytometry, fluorescence; inhibition, % at 10 µM; actives 0.04% (n = 190,000)
Target sequence (Q07817 whole entry, looked up): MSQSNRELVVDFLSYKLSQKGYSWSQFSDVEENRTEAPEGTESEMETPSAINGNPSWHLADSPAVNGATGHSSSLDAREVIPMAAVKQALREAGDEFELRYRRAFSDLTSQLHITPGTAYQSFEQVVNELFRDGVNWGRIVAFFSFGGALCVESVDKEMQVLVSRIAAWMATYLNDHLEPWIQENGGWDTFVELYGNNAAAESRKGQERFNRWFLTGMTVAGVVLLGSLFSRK
ABCB1 block: human ABCB1 inhibition, ABCG2 as counter-screen; P08183; CCRF-Adr cells, JC-1 efflux, flow cytometry; inhibition, % at 6.6 µM; actives 0.067% (n = 190,000); AID 1326; in the data active means inhibition above about 40%;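 further: 0% = vehicle and 100% = reference inhibitor; higher value means more JC-1 retained so stronger ABCB1 efflux block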
RGS8-Gao reg: human RGS8-Galphao interaction regulation | P09471 | multiplexed bead flow cytometry, RGS8-Galphao binding; actives lie on both sides | response (percent of control binding), % at 10 µM | actives 0.34% (n = 220,000) | AID 1423; in the data active means response below about 60% or above about 140%; inactive means in between;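 further: Galphao activated as the GDP aluminium fluoride complex binding bead-coupled RGS8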
The depositor's hits bear a star; u = inconclusive. Unless noted, no stated cut-off is given here; in the data, active means inhibition above about 40%. Rows were taken by chance. Share with any hit: about 0.94%.

SMILES | Bim-Bfl-1 | Bcl-2 Bim block | Bim-Mcl-1 | Bcl-B Bim block | RGS4-Gao reg | RGS7-Gao reg | Bcl-W Bim block | ABCG2 inh | Bim-Bcl-XL | ABCB1 block | RGS8-Gao reg
O=C1C2CCCN2C(=O)N1CCCCN1CCN(c2ccccc2)CC1 (stereo unspecified) | -1 | -2 | -5 | -4 | 100 | 101 | -4 | 0 | -8 | 0.1 | 102
CN1CCC(Oc2ccccc2Sc2ccccc2)CC1 | 0 | -1 | -3 | -3 | 98 | 95 | -3 | 1 | -4 | 0.9 | 98
Cc1cccc(-c2nc3ccccc3c3nncn23)c1 | -3 | -5 | 0 | 1 | 98 | 100 | 1 | 14 | -1 | 1.3 | 95
O=S(=O)(NCc1ccccc1F)c1cccc(S(=O)(=O)N2CCOCC2)c1 | -3 | -3 | -3 | -4 | 102 | 100 | 0 | 3 | -3 | -0.3 | 98
O=C(O)COc1ccccc1C1C2C(=O)N(c3ccccc3)C(=O)C2ON1c1ccccc1 (stereo unspecified) | -3 | 0 | -1 | 1 | 101 | 98 | -2 | 2 | -2 | 1.0 | 99
O=C(CSc1nc(-c2ccco2)cc(C(F)(F)F)n1)N1CCN(c2cccc(Cl)c2)CC1 | 0 | -1 | -3 | 0 | 98 | 98 | 0 | 17 | -4 | 1.3 | 102
COc1ccc2c(CC(=O)OCC(=O)Nc3ccc4c(c3)OCO4)coc2c1 | -3 | 2 | 0 | 1 | 101 | 100 | 2 | 9 | -1 | 0.5 | 99
CCOc1ccc(CN(C(=O)c2ccco2)C2CCS(=O)(=O)C2)cc1 (stereo unspecified) | -2 | 3 | 2 | -2 | 96 | 95 | 0 | -4 | 0 | -5.5 | 101
CCOc1ccc(-n2c(=O)[nH]cc(C(=O)Nc3ccc(OC)c(OC)c3)c2=O)cc1 | 1 | -1 | -1 | -1 | 100 | 100 | -1 | 11 | -5 | 0.2 | 99
COc1ccc(/C=C(\C#N)C(=O)OC2CCOC2=O)cc1 (stereo unspecified) | -7 | 0 | 1 | -5 | 101 | u | 2 | 5 | -3 | 0.6 | 99
O=[N+]([O-])c1ccc(NCCNS(=O)(=O)c2ccccc2)cc1 | -7 | -2 | 0 | -1 | 102 | 112 | -1 | 2 | -2 | 0.3 | 105
Cc1ccc(S(=O)(=O)N(C)C)cc1NC(=O)COC(=O)c1ccc(Cl)cc1 | -6 | 0 | -1 | -1 | 103 | 102 | 0 | 1 | 0 | 0.2 | 104
CC(=O)N1CSCC1C(=O)N1CCN(c2ccc(N3CCOCC3)nn2)CC1 (stereo unspecified) | -4 | -1 | 0 | -1 | 100 | 99 | 1 | 0 | -1 | 0.2 | 101
C=CCn1cnc2scc(-c3ccc(C)cc3)c2c1=O | -12 | -10 | 0 | -8 | 97 | 95 | 0 | 4 | -1 | 0.8 | 99
CCOC(=O)C1CCN(C(=S)Nc2ccc(Cl)cc2C)CC1 | -4 | -3 | -1 | -6 | 97 | 103 | 1 | 6 | -4 | 0.9 | 98
C=CCOC(=O)C1=C[C@H](c2ccc(Br)cc2)[C@@H](CCCO)[C@H](OCC)O1 | -3 | -2 | -1 | -3 | 97 | 97 | 1 | 7 | 0 | 0.8 | 101
Cc1nnc(SCc2cnc(-c3ccc(C(C)C)cc3)s2)n1C | -8 | -9 | 0 | -7 | 90 | 101 | 0 | -1 | -9 | -1.7 | 95
COc1ccc(/C=N/Nc2nnc(-c3ncc[nH]3)c3ccccc23)cc1 | -2 | -1 | 0 | 0 | 104 | 102 | 2 | 2 | 2 | 0.4 | 101
O=C(Cc1ccc(Cl)cc1)Nc1ccccc1CO | -6 | -2 | 0 | -1 | 95 | 97 | -1 | 4 | -3 | 0.8 | 102
CSc1nnc(-c2cccc(C)c2)n1N | 0 | -7 | -2 | 0 | 104 | 101 | 0 | -1 | 0 | -0.5 | 97
Nc1n[nH]c2c1C1(CCCC1)Cc1ccccc1-2 | -4 | 4 | -5 | -3 | 99 | 101 | -1 | -6 | -3 | -0.8 | 98
Cc1cc(-c2csc(N)n2)c(C)n1-c1ccccc1 | 0 | -3 | -5 | -5 | 90 | 96 | -5 | -2 | -10 | 2.1 | 100
COc1ccc(-c2nnc(SCC(=O)Oc3ccc(C)cc3)o2)cc1 | 0 | 4 | -1 | 0 | 99 | 103 | -3 | 1 | -2 | 0.8 | 101
c1cncc(-c2nnc(-c3ccco3)o2)c1 | -1 | 1 | -4 | -2 | 110 | 105 | -1 | 10 | -2 | 1.0 | 102
COc1ccc(C)cc1NC(=O)c1ccc(N(C)S(C)(=O)=O)cc1 | -9 | -7 | 4 | -5 | 104 | 100 | 2 | 4 | -6 | 0.7 | 103
CCn1c(SCC(=O)OC)nnc1-c1ccccc1 | -4 | -2 | 1 | -3 | 99 | 102 | 2 | 8 | 0 | -0.7 | 101
CCOC(=O)C1CCC(CNCc2ccccc2C)CC1 (stereo unspecified) | -6 | -9 | -13 | -21 | 102 | 98 | -9 | 1 | -10 | 0.3 | 100
Cc1occc1C(=O)n1cnc2ccccc21 | -8 | -3 | 1 | -5 | 102 | 103 | 1 | 0 | -5 | 0.1 | 101
CCc1cc(-c2n[nH]c(=S)n2CC(C)C)cs1 | 6 | 6 | -5 | -15 | 108 | 106 | 4 | -11 | -1 | -1.6 | 110
O=C(Nc1ccc(Cn2cccn2)cc1)c1ccc(COc2ccc(Br)cc2)cc1 | -3 | -6 | 2 | -3 | 92 | 100 | 0 | 4 | -2 | 0.3 | 98
CC(C)N1CCc2c(sc(NC(=O)c3nc4ccccc4s3)c2C(N)=O)C1 | -3 | -2 | -2 | -6 | 105 | 101 | -2 | 4 | 0 | 0.7 | 104
CC(C)(C)OC(=O)NCCCCCNC(=O)c1[nH]cnc1C(=O)N[C@@H](CCCCNC(=O)OC(C)(C)C)C(=O)OC(C)(C)C | 5 | 3 | -1 | 6 | 92 | 95 | -1 | 14 | 3 | 1.0 | 96
COc1ccc(/C=C/C(=O)N2CCN(c3ccccc3)CC2)cc1S(=O)(=O)N1CCOCC1 | -4 | -4 | -2 | -3 | 93 | u | -1 | 1 | -3 | 1.6 | 99
CN1C(=O)CC(Sc2ccccc2C(=O)O)C1=O (stereo unspecified) | -1 | -5 | 0 | -2 | 98 | 101 | -3 | 0 | -1 | 0.2 | 100
O=C(NCc1ccco1)Oc1ccccc1 | 0 | -1 | -1 | -3 | 96 | 94 | -2 | 2 | -2 | 0.7 | 97
CC(NC(=O)NC(N)=O)(C(F)(F)F)C(F)(F)F | -13 | -6 | 0 | -9 | 95 | 98 | -1 | 0 | -4 | 0.1 | 101
Cc1ccc(C)c(-c2cc(C(=O)Nc3sc(C)c(C)c3C(N)=O)c3ccccc3n2)c1 | 1 | -2 | 1 | -3 | 102 | 100 | -1 | 1 | -3 | 1.0 | 100
Cc1cccc2nc(CSc3nc4[nH]ncc4c(=O)n3-c3ccccc3Cl)cc(=O)n12 | 0 | 5 | -3 | -7 | 103 | 99 | -1 | -2 | -5 | 13 | 103
COc1cccc(NC(=O)Cn2c(=O)n(CCC(=O)NCc3ccco3)c(=O)c3ccccc32)c1 | -5 | 0 | 0 | 0 | 102 | 107 | 0 | 4 | 0 | 0.0 | 102
CCOC(=O)c1[nH]c(C)c(C(=O)Nc2ccc(C)c(Cl)c2)c1C | -16 | -8 | 0 | -7 | 100 | 110 | -1 | 7 | -4 | 0.7 | 102
CN1CC(=O)N/C1=N\C(=O)Nc1ccc2c(c1)N(C)C(=O)CS2 | -5 | -3 | 1 | 1 | 96 | 95 | 2 | 3 | 1 | 0.1 | 95
O=C(NCCCN1CCOCC1)C(=O)NCc1ccco1 | -5 | -2 | 1 | -6 | 104 | 107 | -3 | 1 | -5 | 0.4 | 103
Cc1nn(CC(=O)N2CCN(Cc3ccccc3)CC2)c(=O)c2ccccc12 | 1 | 0 | -2 | -2 | 100 | 94 | 1 | 1 | 1 | 0.1 | 101
COc1ccc(OC)c(C2CC(=O)N3CN(c4ccc(C)c(Cl)c4)CSC3=C2C#N)c1 (stereo unspecified) | -3 | -7 | -4 | -22 | 91 | 87 | -1 | 0 | -8 | 0.3 | 93
C=CCc1cc(C=O)cc(OC)c1OCc1ccc(C(=O)O)cc1 | -4 | 1 | 2 | 1 | 90 | u | 3 | 12 | 3 | 0.3 | 92
O=C(CNS(=O)(=O)c1ccc(Br)s1)N1CCCC1 | -11 | -9 | -3 | -8 | 106 | 105 | -2 | 0 | -10 | 0.1 | 104

Structural class: those above with an NH in an aromatic ring
SMILES | Bim-Bfl-1 | Bcl-2 Bim block | Bim-Mcl-1 | Bcl-B Bim block | RGS4-Gao reg | RGS7-Gao reg | Bcl-W Bim block | ABCG2 inh | Bim-Bcl-XL | ABCB1 block | RGS8-Gao reg
CCOc1ccc(-n2c(=O)[nH]cc(C(=O)Nc3ccc(OC)c(OC)c3)c2=O)cc1 | 1 | -1 | -1 | -1 | 100 | 100 | -1 | 11 | -5 | 0.2 | 99
COc1ccc(/C=N/Nc2nnc(-c3ncc[nH]3)c3ccccc23)cc1 | -2 | -1 | 0 | 0 | 104 | 102 | 2 | 2 | 2 | 0.4 | 101
Nc1n[nH]c2c1C1(CCCC1)Cc1ccccc1-2 | -4 | 4 | -5 | -3 | 99 | 101 | -1 | -6 | -3 | -0.8 | 98
CCc1cc(-c2n[nH]c(=S)n2CC(C)C)cs1 | 6 | 6 | -5 | -15 | 108 | 106 | 4 | -11 | -1 | -1.6 | 110
CC(C)(C)OC(=O)NCCCCCNC(=O)c1[nH]cnc1C(=O)N[C@@H](CCCCNC(=O)OC(C)(C)C)C(=O)OC(C)(C)C | 5 | 3 | -1 | 6 | 92 | 95 | -1 | 14 | 3 | 1.0 | 96
Cc1cccc2nc(CSc3nc4[nH]ncc4c(=O)n3-c3ccccc3Cl)cc(=O)n12 | 0 | 5 | -3 | -7 | 103 | 99 | -1 | -2 | -5 | 13 | 103
CCOC(=O)c1[nH]c(C)c(C(=O)Nc2ccc(C)c(Cl)c2)c1C | -16 | -8 | 0 | -7 | 100 | 110 | -1 | 7 | -4 | 0.7 | 102

Source: PubChem (NMMLSC)
